From PubChem BioAssay
FEN1 inhibitor = human FEN1 inhibition; P39748; Recombinant FEN1 flap cleavage, fluorescence, 15 min; Potency, µM (top dose mostly 114 µM), for inactives: at the top dose activity change, negative = inhibition, usual class: inhibitors; 390,000 tested, 0.35% active; AID 588795; active = well fitted inhibition curve with a large enough effect; inconclusive = small, poorly fitted or top-dose-only effect; inactive = no such curve, though single readings can be large or run the other way; note: nearly all actives have a fitted effect of over 65% in size
Target sequence (P39748 whole entry, looked up): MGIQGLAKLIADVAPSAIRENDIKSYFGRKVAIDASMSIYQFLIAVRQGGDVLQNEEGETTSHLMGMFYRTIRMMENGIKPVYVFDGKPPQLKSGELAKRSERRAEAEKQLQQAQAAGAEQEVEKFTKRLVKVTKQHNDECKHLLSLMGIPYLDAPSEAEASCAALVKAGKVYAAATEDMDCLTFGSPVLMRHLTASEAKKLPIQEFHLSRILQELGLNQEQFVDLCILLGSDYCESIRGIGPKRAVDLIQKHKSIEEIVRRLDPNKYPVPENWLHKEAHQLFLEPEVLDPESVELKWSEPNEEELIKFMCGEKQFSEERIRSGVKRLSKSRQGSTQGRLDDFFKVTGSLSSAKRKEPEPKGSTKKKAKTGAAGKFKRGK
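Quantitative HTS format: each compound was titrated, incubated with 10 nM nuclease for 15 min at room temperature, then challenged with flap substrate at 50 nM final. Signal change over 15 min gave concentration–effect curves.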
An asterisk follows results filed as active; ? = inconclusive. % is set by controls: 0 for no effect and ±100 for the full control effect; potency is the fitted concentration of half-maximal effect. This is a subset; rates above refer to the full screens.

SMILES	FEN1 inhibitor
CCOC(=O)C1CCN(C(=O)CCNC(=O)c2ccccc2OC)CC1	-1.6%
COc1ccccc1/C=C/c1ccc2ccccc2n1	0.5%
CN(C)Cc1c(OC(=O)c2ccc(N)cc2)ccc2ccccc12	-1.3%
COc1ccc(-c2oc3ncn4nc(-c5cccc(C)c5)nc4c3c2-c2ccc(OC)cc2)cc1	2.7%
COc1ccccc1N1CCN(C(=O)c2ccc3ncsc3c2)CC1	22.7%
Cc1cc(C)c(NC(=O)CN2CCOCCOCCOCCOCC2)c(C)c1	8.2%
CC(C)C12NC(=O)NC(=O)N1CCS2 (stereo not drawn)	5.8%
COc1c(C=NNC(N)=O)c(OC)c(OC)c2c1CCO2	-1.9%
Oc1c(Br)cc(Br)cc1C=Nc1cccc2ncccc12	?
CC1CN(C)C(C)CC1OC(=O)C(c1ccccc1)c1ccccc1 (stereo not drawn)	13.2%
CC(C)(C)OC(=O)N(CCc1ccccc1)Cc1ccc(OCc2cccc(NC(=O)C3CCCC3)c2)cc1	6.0%
CC(C)C[C@H]1CNC(=S)N1CC1CCCN1C[C@H](Cc1ccc(O)cc1)N1C[C@H](Cc2ccccc2)N(CC2CCCCCC2)C1=S (stereo partly drawn)	-19.1%
COc1ccc(/C=C/c2cc(O)cc(OC3OC(CO)C(O)C(O)C3O)c2)cc1 (stereo not drawn)	-0.9%
CCOc1ccc(N(C(C)C(=O)NCCSc2ccc(Cl)cc2)S(C)(=O)=O)cc1 (stereo not drawn)	-8.7%
O[C@@H]1CN(C2CCN(Cc3ccccc3)CC2)CC[C@H]1N1CCCCCC1	22.3%
C/C(=C\C(=O)c1ccc(Br)cc1)Nc1cccc(Cl)c1	-0.1%
CC(=O)OCC=C1CCC2C3CC(C)C4=CC(=O)CCC4(C)C3C(O)CC12C (stereo not drawn)	4.8%
Cn1nnc2c(N3CCN(Cc4ccccc4)CC3)ncnc21	10.6%
CC(=O)c1sc2c(c1OC(=O)c1ccc(Cl)cc1)c(=O)n(-c1ccccc1)c(=S)n2-c1ccccc1	6.3%
CN(C(=O)COC(=O)c1ccc(Cl)c(S(=O)(=O)NCc2ccccc2)c1)C1CCS(=O)(=O)C1 (stereo not drawn)	-3.0%
CCc1ccccc1NC(=O)CSc1nnc(COc2ccccc2Cl)o1	6.6%
NC(=NCc1ccccc1)C(N=Nc1ccccc1)C(=O)NCc1ccccc1 (stereo not drawn)	-7.8%
Cc1ccc(SC[C@H](Cc2ccccc2)N2CC[C@@H](C(C)(C)C)CCC2=O)cc1	-10.9%
CCO[C@H]1OC(C(N)=O)=C[C@@H](C(C)(C)C)[C@@H]1CCCO	4.6%
COC(=O)[C@H](CC(C)C)NS(=O)(=O)NC(=O)OC(C)(C)C	16.8%
Cc1cnccn1	3.8%
CC(C)(C)n1nc(Cc2cccc3ccccc23)c(C#N)c1N	-32.3%
CN(C)CCNCCCNc1c2ccccc2nc2cccc([N+](=O)[O-])c12	-6.9%
COc1cc2c(NC3CCN(C)CC3)nc(N3CCCN(C)CC3)nc2cc1OCCOCCN1CCCC1	20µM*
CCOC(=O)C1CC2=C(CCCC2=O)N(Cc2ccccc2)C1=O (stereo not drawn)	-5.2%
O=C(C1CC(=O)N(c2ccc3c(c2)OCCO3)C1)N1CCN(S(=O)(=O)c2ccccc2F)CC1 (stereo not drawn)	-0.5%
O=C1CCC[C@@H]2C[C@@]3(C[C@@H]4CCN1[C@H]24)Nc1ccccc1NC3=NC1CCCCC1	-4.3%
O=c1[nH]c2nc(Cl)nc(Cl)c2[nH]1	0.9%
COc1ccccc1NS(=O)(=O)c1cccc(C(=O)NCC(c2cccs2)N(C)C)c1 (stereo not drawn)	18.8%
Cc1ccc(NC(=O)c2nc(S(=O)(=O)Cc3ccccc3F)ncc2Cl)cc1	?
S=C(NCCCc1cnc[nH]1)NCCCN(CCc1ccccc1)c1ccc(Br)cn1	?
S=C(NCCc1ccccc1)Nc1ncccn1	-1.1%
N=C1c2ccccc2-c2ccccc21	3.0%
COc1ccc(C(=O)Nc2ccc(C(=O)c3ccccc3)cc2)cc1	-2.0%
Cc1ccc(S(=O)(=O)N2CCN(C(=O)COC(=O)/C=C/c3cccc(Cl)c3)CC2)c(C)c1	11.2%
CCCCCCCCNc1ncnc2[nH]ncc12	6.7%
CCc1ccccc1NC(=O)CC1Sc2ccc(C(F)(F)F)cc2NC1=O (stereo not drawn)	-1.8%
CC(Nc1nc(-c2ccc(F)cc2)cs1)c1nc2cc(Cl)c(Cl)cc2n1CCOCCO (stereo not drawn)	0.2%
O=C1c2ccccc2S(=O)(=O)c2cc(C(=O)N3CCCC3)ccc21	-0.8%
CCOCCCn1c(=N)c(C(=O)NC2CCCC2)cc2c(=O)n3cc(C)ccc3nc21	23.8%
O=C(Nc1cccc(C(=O)N2CCCC2)c1)C1CCCCC1	-6.6%
COc1ccc(N/C=C/C(=O)c2ccc(C)cc2)c([N+](=O)[O-])c1	4.6%
Cc1ccc(Nc2c(O)nc[nH]c2=O)cc1	-5.8%
COc1cccc2nccc(/C=C/c3ccc(N(C)C)cc3)c12	-15.5%
CC(=O)c1c(O)cc(=O)oc1-c1ccc(C)cc1	-1.0%
Cc1ccc(Nc2cc(C)nc3ccccc23)c(C)c1	2.5%
COC(=O)C(CC(=O)CNC(=O)c1ccccc1)NC(=O)c1ccccc1 (stereo not drawn)	-1.6%
O=C(NCc1ccccc1Cl)c1cc2ccccc2o1	23.2%
CCOC(=O)C(=CNc1ccc(N2CCCCC2)c(S(=O)(=O)Nc2ccccc2OC)c1)C(=O)OCC	7.9%
O=C(NNC(=O)c1ccc(Br)o1)c1ccc(NS(=O)(=O)c2cccs2)cc1	-0.1%
O=c1cc(SCc2ccc(Cl)cc2Cl)nc[nH]1	-4.3%
Cn1c(=O)c2c(nc(CN3CCN(c4ccccc4F)CC3)n2CCCc2ccccc2)n(C)c1=O	1.0%
O=C(NCCCN1C(=O)c2ccccc2C1=O)OCc1ccccc1	0.2%
CN(C(=O)CSc1ncccn1)C1CCS(=O)(=O)C1 (stereo not drawn)	-10.7%
COc1ccccc1C(C)NCC(=O)c1c(C)[nH]c2ccccc12 (stereo not drawn)	0.6%

Carrying on:
SMILES	FEN1 inhibitor
CSc1ccc(C(=O)Nc2cc(S(=O)(=O)N3CCOCC3)ccc2N2CCOCC2)cc1[N+](=O)[O-]	-8.5%
CN(C(=O)c1cccc(NC(=O)Cc2ccc(NC(=O)C3CCCN(C(=O)CCc4ccccc4)C3)cc2)c1)C1CCC1 (stereo not drawn)	-20.4%
NS(=O)(=O)c1ccc(OC(=O)CNC(=O)OCc2ccccc2)cc1	-1.9%
CC(C)(C)S(=O)(=O)N1Cc2ccc(CO)cc2[C@H]1CCO	-14.3%
O=C(Nc1ccc(C(=O)N2CCCC2)cc1)C1CC1	-0.7%
Cn1c(=O)[nH]c(=O)c2[nH]c(CO)nc21	-7.8%
COCCNC(=O)Cn1cc(C(=O)c2cccs2)c2ccccc21	-0.2%
COc1ccc(NC(=O)N(O)C2(C#N)CCCCC2)cc1	-10.0%
Cc1ccc(CNC(=O)C2CCC(=O)N(Cc3cccc(C(F)(F)F)c3)C2)o1 (stereo not drawn)	2.1%
Cc1ccc(OCC(=O)Nc2oc(-c3ccccc3)c(-c3ccccc3)c2C#N)cc1	-17.7%
CC(=O)Nc1ccc(C(=O)CSc2nnc(-c3ccccc3F)n2CCc2ccccc2)cc1	-14.0%
CCOC(=O)CN1N=C(/C=C/c2ccccc2)CCC1=O	0.9%
Cc1ccccc1N1CCN(C(=O)c2cccnc2)CC1	0.3%
O=C(O)c1cccc(Br)c1	-11.5%
COc1ccc(NC(=O)c2cc(S(=O)(=O)N3CCCCC3)ccc2C)cc1S(=O)(=O)N1CCOCC1	15.1%
S=c1nc[nH]c2n[nH]nc12	-4.7%
CC(=O)C[n+]1cccc(Br)c1	-4.6%
Cc1ccc(OCCn2c(-c3ccc(Br)cc3)nc3ccccc3c2=O)cc1C	-8.8%
Cc1cc(O)c(C(C)C)cc1NC(=S)Nc1cc(C(C)C)c(O)cc1C	9.7%
N#Cc1ccc(Oc2ccc(C#N)c(C#N)c2)cc1C#N	6.7%
CCc1ccc(CCC(=O)N2CCN(S(=O)(=O)c3sc(C(=O)O)c(C)c3C(=O)O)CC2)cc1	-2.0%
O=C1CC2C(CCC23OCCO3)c2ccc3ccccc3c21 (stereo not drawn)	-10.1%
CCCN(CCC)c1ccc(/C=C/c2sc3ccccc3[n+]2CCCCI)cc1	?
COc1ccc(Cl)c(Cn2cnc3c(cnn3C(C)(C)C)c2=O)c1F	21.5%
C/C(=N\OC(=O)Nc1ccccc1)c1ccc(C)cc1	10.2%
COc1ccc(C=NNC(=O)CCCCC(=O)NN=Cc2ccc(OC)cc2)cc1	-0.6%
O/N=C(/C[n+]1ccsc1)c1ccc(I)cc1	-13.8%
COc1cccc(-c2cc(C(=O)Nc3ccccc3)c3ccccc3n2)c1	1.6%
C=CCOC(=O)N1CCC2CC1c1cc(-c3ccc(OC)cc3)ccc12 (stereo not drawn)	-19.7%
Cc1ccc(S(=O)(=O)N(C)CCCC(=O)Nc2ccccn2)cc1	-13.6%
CC1CCN(c2ccc(NC(=O)c3cccc(Cl)c3)cc2C(=O)O)CC1	-3.1%
O=S(=O)(c1ccccc1)N1CCN(Cc2cccc(Br)c2)CC1	5.9%
C=C1C=C(C)n2ncc(C(=O)Nc3ccccc3O)c2N1	?
O=S1c2ccccc2Sc2ccccc21	-3.7%
COC1OC(CO)C(N=C(C)C)C1O (stereo not drawn)	4.1%
CCOC(=O)c1c(Nc2ccc(OCC)cc2)nnc(-c2ccccc2)c1-c1ccccc1	-2.7%

Sorted by number of heavy atoms (largest number first): some entries from above
SMILES	FEN1 inhibitor
Cc1ccc(S(=O)(=O)N2CCN(C(=O)COC(=O)/C=C/c3cccc(Cl)c3)CC2)c(C)c1	11.2%
Cc1ccc(NC(=O)c2nc(S(=O)(=O)Cc3ccccc3F)ncc2Cl)cc1	?
CC(C)(C)n1nc(Cc2cccc3ccccc23)c(C#N)c1N	-32.3%
O=C(Nc1ccc(C(=O)N2CCCC2)cc1)C1CC1	-0.7%
O=C(O)c1cccc(Br)c1	-11.5%

Continuation:
SMILES	FEN1 inhibitor
CC(=NNC(=S)N1CC2CCC(CC2)C1)c1ccncn1	-8.4%
Cc1ccc(NC(=O)c2cc(S(=O)(=O)N3CCCCC3)ccc2N2CCOCC2)cc1S(=O)(=O)N(C)C	-6.8%
COc1ccc2c(O)c(-c3c(C)cc(C)cc3C)c(=O)[nH]c2c1	2.3%
S=c1[nH]ccc2ccccc12	2.2%
COCCCn1c(=N)c(C(N)=S)cc2c(=O)n3cccc(C)c3nc21	?
COc1cc(C2Nc3ccccc3C(=O)N2Cc2ccccc2)ccc1OCc1ccccc1 (stereo not drawn)	-10.3%
Cc1cccc(C(=O)NCCc2nc3ccccc3n2Cc2ccccc2Cl)c1	19.6%
O=C(C[n+]1cccc2cc(Cl)ccc21)c1ccc2c(c1)CCCC2	13.5%
O=C(OCCCc1cc2ccccc2c(=O)o1)c1ccc(C(F)(F)F)cc1	-22.1%
O=C(Cc1ccc(NC(=O)C2CCN(C(=O)C3CC3)CC2)cc1)Nc1cccc(C(=O)N2CCCCC2)c1	8.9%
CC1=NN(c2ccccc2)C(=O)/C1=C/c1ccc(-c2ccc(C)c(C(=O)O)c2)o1	17.8µM*
Cc1nnc2c(Nc3cccc(O)c3)nc3ccccc3n12	-11.0%
Cc1ccc(CNC(=O)C2CC(c3ccccc3C(F)(F)F)=NO2)o1 (stereo not drawn)	4.1%
COc1ccc(OC)c(NC(=O)C(C#N)=Cc2ccco2)c1	-5.6%
CC(=NO)c1ccc2c(c1)Cc1cc([N+](=O)[O-])ccc1-2	-21.4%
C(=C\c1ccnc2ccccc12)/c1ccccc1	-6.6%
O=S(=O)(c1cc(Cl)cc(Cl)c1)N1CCN(c2nc(-c3cccs3)nc3ccccc23)CC1	-0.9%
CCOC(=O)C1(Cc2ccccc2)C(=O)Nc2ccccc21 (stereo not drawn)	-3.7%
Cc1cc(C)cc(OCc2nc3ncc(Br)cc3[nH]2)c1	1.4%
Nc1ccc(S(=O)(=O)c2cc(O)c3ccccc3c2O)cc1	?
Cc1cc(=O)oc2cc(NC(=O)c3cc(F)ccc3F)ccc12	-4.4%
Cc1ccc(NC(=O)CSc2nnc(COc3ccccc3F)n2N)cc1S(=O)(=O)N1CCOCC1	-4.4%
COc1ccc(-c2ccc3c(c2)C2CC3CCN2S(=O)(=O)c2ccccc2C)cc1 (stereo not drawn)	9.8%
COC(=O)c1ccccc1S(=O)(=O)N1CCC(C(=O)OC(C)C(=O)N(C)Cc2ccccc2)CC1 (stereo not drawn)	-2.9%
CCCCNC(=O)c1ccccc1C(=O)NC1(C(=O)NCCCC)CCCC1	3.6%
CCN(Cc1ccccc1)c1ccc(/C=C/c2nccc3ccccc23)cc1	-3.5%
CCSc1nc(COC(=O)NC)c(COC(=O)NC)n1C	-3.0%
Cc1cccc(C)c1OCC(O)CN1CCc2ccccc2C1 (stereo not drawn)	1.9%
O=C(COC(=O)c1ccc(O)cc1O)NC1CCCCCC1	-5.4%
Cc1ccc(C(C)C)c(OCC(=O)NNC(=O)Nc2ccccc2)c1	-8.5%
O=[N+]([O-])c1ccc(NN=Cc2cccc([N+](=O)[O-])c2)cc1	-14.5%
CC(=O)c1cccc(-c2ccc3c(=O)[nH]c(Nc4ccccc4)cc3c2)c1	1.2%
